Source: PubChem BioAssay
TDP1 block = TDP1 (human) enzyme inhibition. AID 485290. recombinant TDP1, AlphaScreen DNA substrate cleavage. Q9NUW8. hit rate 0.28% among 350,000. Potency, µM (top dose mostly 130 µM), for inactives: at the highest dose activity change, negative = inhibition, actives largely listed as inhibitors; also: nearly all actives have a fitted effect of over 40% in size
Target sequence (Q9NUW8 whole entry, looked up): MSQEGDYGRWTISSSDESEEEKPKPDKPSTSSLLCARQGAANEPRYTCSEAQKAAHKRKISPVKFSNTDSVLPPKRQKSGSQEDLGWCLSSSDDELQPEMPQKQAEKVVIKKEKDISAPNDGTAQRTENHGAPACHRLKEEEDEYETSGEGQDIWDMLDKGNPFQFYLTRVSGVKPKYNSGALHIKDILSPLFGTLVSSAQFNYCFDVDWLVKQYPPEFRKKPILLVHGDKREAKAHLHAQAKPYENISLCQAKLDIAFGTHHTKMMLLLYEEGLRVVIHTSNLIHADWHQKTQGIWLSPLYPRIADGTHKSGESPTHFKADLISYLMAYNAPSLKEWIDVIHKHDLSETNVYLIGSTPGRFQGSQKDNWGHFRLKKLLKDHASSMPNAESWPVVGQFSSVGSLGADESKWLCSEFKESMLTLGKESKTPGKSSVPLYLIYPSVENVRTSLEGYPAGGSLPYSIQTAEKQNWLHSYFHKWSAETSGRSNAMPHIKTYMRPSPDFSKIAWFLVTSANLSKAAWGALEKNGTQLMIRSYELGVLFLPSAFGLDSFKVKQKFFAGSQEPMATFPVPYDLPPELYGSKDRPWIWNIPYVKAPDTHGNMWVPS
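Compounds were preincubated with Tdp1 (1 nM final) for 15 min at room temperature before substrate (15 nM final) started a 5 min reaction; beads (10 ug/ml final) were then added for 10 min before AlphaScreen detection.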
N370S GC mod = N370S glucocerebrosidase modulation, Gaucher chaperone candidate | P04062 | N370S GC spleen homogenate, 4MU-glucoside fluorescence | Potency, µM (series often up to 59.4 µM), for the others: at the highest dose activity change, negative = inhibition, hits mostly inhibitors | hit rate 0.092% among 330,000;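 also: 0% = full enzyme activity and -100% = no enzyme basal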
FEN1 inhibitor = human FEN1 inhibition | P39748 | hit rate 0.35% among 390,000 | AID 588795 | Potency, µM (doses to about 114 µM), for inactives: at the highest dose activity change, negative = inhibition, hits mostly inhibitors | Recombinant FEN1 flap cleavage, fluorescence, 15 min; also: nearly all actives have a fitted effect of over 65% in size
Target sequence (P39748 whole entry, looked up): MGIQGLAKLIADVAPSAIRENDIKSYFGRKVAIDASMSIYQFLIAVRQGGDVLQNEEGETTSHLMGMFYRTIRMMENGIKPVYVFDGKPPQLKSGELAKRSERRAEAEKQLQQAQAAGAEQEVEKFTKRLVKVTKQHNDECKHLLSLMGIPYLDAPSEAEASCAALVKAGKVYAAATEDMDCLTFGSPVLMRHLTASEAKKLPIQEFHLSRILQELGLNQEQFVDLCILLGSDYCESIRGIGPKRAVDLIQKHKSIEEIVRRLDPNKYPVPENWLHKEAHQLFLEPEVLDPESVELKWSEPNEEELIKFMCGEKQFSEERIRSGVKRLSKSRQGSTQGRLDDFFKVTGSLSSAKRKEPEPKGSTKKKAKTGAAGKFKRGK
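Steps: FEN1 (10 nM) dispensed; compound added by pin tool; 15 min at room temperature; substrate added to 50 nM final; reads at 0 min and 15 min; data normalized and fitted (four-parameter Hill).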
Starred values were filed as active, the others as inactive; ? = inconclusive; nt = not tested or not shown; & = joins results of further samples; [ ] = another dose, or the depositor's remark. Calls follow the shape of the dose curve; as a rule, active = well fitted curve in the direction sought with a large enough effect; inconclusive = small, poorly fitted or top-dose-only effect, or another doubt; inactive = no such curve, though single readings can be large; an effect the other way counts as inactive or inconclusive. Unless noted, % is scaled to controls: 0 for no effect and ±100 for the full control effect; potency is read from the fitted curve at half-maximal effect.

Start of the data: the first 4 records, to show the layout:
SMILES	TDP1 block	N370S GC mod	FEN1 inhibitor
S=C(NC1CCCCC1)N1CCN(Cc2ccccc2Cl)CC1	3%	0%	-21%
COc1ccc(C(=O)N2CCC(c3c[nH]c4ccccc34)(c3c[nH]c4ccccc34)CC2)cc1	10%	nt	11%
Cn1nnnc1SCCNCc1ccncc1	7%	4%	-4%
c1ccc(-c2nc(-c3ccccc3)c(Nc3ccc4ccccc4c3)o2)cc1	7%	4%	nt

The list itself, repeating the preview:
SMILES	TDP1 block	N370S GC mod	FEN1 inhibitor
S=C(NC1CCCCC1)N1CCN(Cc2ccccc2Cl)CC1	3%	0%	-21%
COc1ccc(C(=O)N2CCC(c3c[nH]c4ccccc34)(c3c[nH]c4ccccc34)CC2)cc1	10%	nt	11%
Cn1nnnc1SCCNCc1ccncc1	7%	4%	-4%
c1ccc(-c2nc(-c3ccccc3)c(Nc3ccc4ccccc4c3)o2)cc1	7%	4%	nt
O=C(CCN1C(=O)S/C(=C\c2ccccc2)C1=O)NC1CCS(=O)(=O)C1 (stereo not drawn)	3%	-11%	2%
Cc1onc(C(=O)NCCc2ccccc2)c1[N+](=O)[O-]	nt	-6%	7%
O=C(NCc1ccco1)C(c1ccccc1F)N(Cc1cccnc1)C(=O)Cn1nnc2ccccc21 (stereo not drawn)	4%	1%	1%
Cc1cccc(Cn2cccc2CNS(=O)(=O)c2ccccc2F)c1	9%	nt	2%
O=c1[nH]c(N/N=C\c2ccc3c(c2)OCO3)nc2ccccc12	4%	0%	-12%
CN(C)c1ccc(CNC(=O)c2ccc(NC(=O)N3CCCCc4ccccc43)cc2)cc1	14%	nt	1%
Cc1cc(C(=O)OCC(=O)Nc2cccnc2Cl)c2ccccc2n1	0%	-1%	-9%
CC(C)Cc1nnc(NC(=O)C2CSC3(C)CCC(=O)N23)s1 (stereo not drawn)	-7%	16%	0%
Cc1nc2ccc(S(=O)(=O)NCC(=O)NCc3ccc4c(c3)OCO4)cc2s1	-4%	nt	4%
COc1ccc(C2Oc3ccccc3N2C(C)=O)cc1 (stereo not drawn)	-2%	0%	-12%
COc1ccc(NC(=S)N2CCN(S(=O)(=O)c3ccccc3)CC2)cc1OC	3%[56.1 µM]	-5%	10%
C/C(Cl)=C/Cn1c(SCCN2CCOCC2)nc2c1c(=O)[nH]c(=O)n2C	0%	6%	6%
CCC1(c2ccc(OC)cc2)NC(=O)N(C)C1=O (stereo not drawn)	11%	-10%	nt
COc1ccccc1NC(=O)C(=O)NNC(=O)COc1ccc2ccccc2c1	-3%	-17%	nt
Cc1ccc(S(=O)(=O)CNC(=S)c2ccc3ccccc3c2)cc1	9%	27%	-20%
COc1cccc(CC(=O)NCC2(N3CCCCC3)CCCCC2)c1	8%	-14%	-11%

Some entries already given, limited to FEN1 inhibitor and N370S GC mod:
smiles	FEN1 inhibitor	N370S GC mod
COc1ccccc1NC(=O)C(=O)NNC(=O)COc1ccc2ccccc2c1	nt	-17%
COc1cccc(CC(=O)NCC2(N3CCCCC3)CCCCC2)c1	-11%	-14%
Cc1ccc(S(=O)(=O)CNC(=S)c2ccc3ccccc3c2)cc1	-20%	27%
CC(C)Cc1nnc(NC(=O)C2CSC3(C)CCC(=O)N23)s1 (stereo not drawn)	0%	16%
COc1ccc(C2Oc3ccccc3N2C(C)=O)cc1 (stereo not drawn)	-12%	0%
Cc1cc(C(=O)OCC(=O)Nc2cccnc2Cl)c2ccccc2n1	-9%	-1%
COc1ccc(NC(=S)N2CCN(S(=O)(=O)c3ccccc3)CC2)cc1OC	10%	-5%

Carrying on.
SMILES	TDP1 block	N370S GC mod	FEN1 inhibitor
CCOC(=O)c1c(C=O)c(C)n(Cc2ccccc2)c1C	4%	7%	0%
CC(=O)c1cccc(Nc2cc(C)nc3c(C)cccc23)c1	0%	-4%	6%
COc1ccc(NC(=O)NC2(C(=O)N3CCCCCC3)CCCCC2)cc1	3%	-2%	-1%
COc1cccc(C(=O)NCCc2csc(-c3cccc(F)c3)n2)c1OC	7%	nt	-14%
COc1ccccc1OCC(=O)NC1CCCCCCC1	-1%	nt	-2%
CCc1ccc(NC(=O)CS(=O)CC(=O)NCC2OCCc3ccccc32)cc1 (stereo not drawn)	2%	3%	-1%
CC(C)Oc1ccc(CNC(=O)c2cc3cccc4c3n2CC(C)S4)cc1 (stereo not drawn)	0%	nt	-6%
O=C(Cn1c(=O)oc2cc(S(=O)(=O)N3CCCC3)ccc21)Nc1ccccc1Br	0%	-12%	-5%
O=S(=O)(NC1c2cccc3cccc(c23)C1Sc1ncccn1)c1ccccc1 (stereo not drawn)	5%	13%	-7%
Nc1nonc1C(=O)NCCNCc1c(OCc2ccccc2F)ccc2ccccc12	4%	-26%	-14%
CN(C(=O)COC(=O)/C=C/c1ccc(C(F)(F)F)cc1)c1c(N)n(Cc2ccccc2)c(=O)[nH]c1=O	nt	3%	-1%
O=C(CSc1nnnn1-c1ccc2c(c1)OCCO2)N1CCc2ccccc21	5%	-8%	-9%
COc1ccc(NC(=O)CSc2nnc(-c3ccccc3Cl)n2Cc2ccco2)c(OC)c1	5%	11%	-2%
O=C(NC1CC1)c1ccc(CS(=O)c2ccccc2)o1 (stereo not drawn)	nt	0%	-1%
COc1cc(NC(C(=O)Nc2cccc(C(C)=O)c2)c2ccccc2)cc(OC)c1OC (stereo not drawn)	3%	11%	-3%
CCC(=O)N1c2ccccc2NC2=C(C(=O)CCC2)C1c1ccco1 (stereo not drawn)	-2%	3%	5%
C1CCc2c(nc3nnnn3c2NCC2CC2)C1	nt	2%	-15%
c1ccc2c(C[n+]3csc4ccccc43)cccc2c1	10%	11%	-12%
CC(=O)Nc1cccc(Oc2nc(-c3ccccn3)nc3ccccc23)c1	7%	1%	-2%
COc1ccc(C)cc1-n1nnnc1SCC(=O)Nc1cc(C)on1	3%	0%	2%
N#Cc1cc(Sc2ccccn2)c(Sc2ccccn2)cc1C#N	5%	2%	0%
CCCCOc1ccc(C(=O)NCC(=O)NCCOc2ccccc2OC)cc1	1%	nt	-10%
O=C(CCC1COc2ccccc2O1)Nc1ccc(Cl)cn1 (stereo not drawn)	-2%	5%	-5%
O=c1[nH]c(/C=C\c2cccc(Cl)c2)nc(O)c1[N+](=O)[O-]	nt	-7%	3%
OB(O)c1cc2ccccc2s1	4%	0%	13%
O=C(O)[C@H](CO)Nc1ncnc2sc3c(c12)CCC3	2%	18%	0%
C=C(C)C(O)/C=C/C=C/c1ccccc1 (stereo not drawn)	8%[21 µM]	9%[12.8 µM]	nt
CCOC(=O)c1ccccc1NC(=O)COc1ccccc1	-5%	18%	-18%
COc1cc(C(=O)Oc2ccc3c(OC)c4ccoc4nc3c2OC)cc(OC)c1OC	5%	4%	nt
CC1CCCCN1CCCNC(=O)C1CCN(c2nc3ccccc3o2)CC1 (stereo not drawn)	5%	2%	0%
O=C(Cn1nnc2c(cnn2-c2ccccc2)c1=O)N1CCN(c2ccccc2F)CC1	6%	-3%	-3%
O=C(NCc1ccc(OC(F)(F)F)cc1)c1cccc2c1C(=O)c1ccc(N3CCCC3)cc1S2(=O)=O	0%	nt	11%
Cc1c(Cl)cnc(NC(=O)COC(=O)c2nn(C)c(=O)c3ccccc23)c1Cl	-1%	2%	-17%
CN(C)C(=O)/N=N/C(=O)N(C)C	-12%[56.1 µM]	5%	nt
CC(C)(CSc1ncccn1)NS(=O)(=O)c1ccccc1	0%	20%	6%
CCOc1cc(NC(=O)c2cccs2)c(OCC)cc1NC(=O)c1cccnc1	1%	-7%	6%
COc1ccc(C(=O)OCC(=O)N(C)C2CCS(=O)(=O)C2)cc1S(=O)(=O)N1CCCc2ccccc21 (stereo not drawn)	4%	-8%	0%
COc1cccc(-c2nc(CS(=O)(=O)CC(=O)Nc3cccc(C)c3C)c(C)o2)c1	2%	-1%	-3%
O=C(NC1CCc2ccccc21)C1CCN(S(=O)(=O)c2ccc(Cl)cc2)CC1 (stereo not drawn)	-3%	4%	-6%
c1ccc2c(c1)OCC(c1csc3ncnc(N4CCCCC4)c13)O2 (stereo not drawn)	2%	4%	2%
COc1cc(NS(=O)(=O)c2ccc(NC(=S)NC(=O)/C=C/c3ccc(OC)c(OC)c3)cc2)ncn1	nt	-2%	45µM*
Cn1c(=O)n(C)c2cc(N3CCCC3)c(NC(=O)c3cccc(F)c3)cc21	6%	-13%	11%
CC(C)C(=O)c1cn(CC(=O)N2CCCc3ccccc32)c2ccccc12	3%	12%	-27%
O=C(CCNS(=O)(=O)c1cccc2nsnc12)Nc1ccc(F)cc1	-3%	nt	5%
Cc1onc(-c2ccccc2)c1C(=O)n1cc(Br)cn1	5%	0%	4%
CCCn1c2c(c(O)c(C(=O)Nc3ncccc3C)c1=O)CCCC2	1%	-1%	-8%
CCOC(=O)c1cn(CC)c2cc(N3CCOCC3)c(F)cc2c1=O	2%	-5%	-8%
COc1ccc(C2c3c(n(C)c4ccccc34)C(=O)N2CC(=O)Nc2ccccc2F)cc1 (stereo not drawn)	3%	nt	2%
OC(COc1ccc2cc(Br)ccc2c1)CN1CCCC1 (stereo not drawn)	5%	-20%	2%
Cc1ccc(S[C@@H](CCN2CC[C@H](NC(=O)OCc3ccccc3)CCC2=O)c2ccccc2)cc1	nt	-2%	-23%&-12%

Among those listed so far, two contain a CF3 group.
SMILES	TDP1 block	N370S GC mod	FEN1 inhibitor
CN(C(=O)COC(=O)/C=C/c1ccc(C(F)(F)F)cc1)c1c(N)n(Cc2ccccc2)c(=O)[nH]c1=O	nt	3%	-1%
O=C(NCc1ccc(OC(F)(F)F)cc1)c1cccc2c1C(=O)c1ccc(N3CCCC3)cc1S2(=O)=O	0%	nt	11%

New compounds follow.
SMILES	TDP1 block	N370S GC mod	FEN1 inhibitor
COc1ccc(NC(=O)COc2ccc(/C=N/n3c(C)nnc3C)cc2OC)cc1	4%	6%	-3%
CCCOc1ccccc1-c1nc2c([nH]1)c(=O)[nH]c(=O)n2C	7%	9%	-9%
Cn1c(C(=O)N2CCCC(C(=O)NCCCc3ccccc3)C2)cc2sccc21 (stereo not drawn)	7%	-11%	-16%
Cc1ccc(S(=O)(=O)N2CCN(C(=O)COc3ccc(-c4nnco4)cc3)CC2)cc1	6%	0%	-1%
Cc1ccc(N/C=C/C(=O)c2cccs2)cc1	8%	-25%	1%
Cc1csc(=N)n1CC(=O)N1CCc2ccccc21	6%	3%	0%
CCOCC(=O)Nc1ccc(C(=O)Nc2ccccc2Cl)cc1	3%	-2%	nt
O=C(Nc1ccncc1)c1cc(-c2ccccn2)nc2ccc(Br)cc12	3%	20%	1%
CCCCCCC1CCC(C(=O)Nn2c(C)nc3ccccc3c2=O)CC1 (stereo not drawn)	8%	27%	5%
CCOC(=O)c1ccc(OC(=O)c2cn(-c3ccc(C)cc3)c(=O)c3ccccc23)cc1	-1%	nt	3%

Some of the entries above, set out differently:
Below each compound – TDP1 block	N370S GC mod	FEN1 inhibitor
- Cc1ccc(S(=O)(=O)N2CCN(C(=O)COc3ccc(-c4nnco4)cc3)CC2)cc1
→ 6%	0%	-1%
- Cc1ccc(N/C=C/C(=O)c2cccs2)cc1
→ 8%	-25%	1%
- Cc1csc(=N)n1CC(=O)N1CCc2ccccc21
→ 6%	3%	0%
- CCOCC(=O)Nc1ccc(C(=O)Nc2ccccc2Cl)cc1
→ 3%	-2%	nt
- O=C(Nc1ccncc1)c1cc(-c2ccccn2)nc2ccc(Br)cc12
→ 3%	20%	1%
- CCCCCCC1CCC(C(=O)Nn2c(C)nc3ccccc3c2=O)CC1 (stereo not drawn)
→ 8%	27%	5%
- CCOC(=O)c1ccc(OC(=O)c2cn(-c3ccc(C)cc3)c(=O)c3ccccc23)cc1
→ -1%	nt	3%

(next part)
SMILES	TDP1 block	N370S GC mod	FEN1 inhibitor
CCc1ccc(N2C(=O)CN(CC(=O)OC)C2=S)cc1	-5%	1%	12%
Cc1ccc2[nH]c3c(=O)n(CC(=O)N(CCN(C)C)Cc4ccccc4)ncc3c2c1	4%	nt	-2%
COc1ccc(N(Cc2cc3cc(C)ccc3[nH]c2=O)C(C)=O)cc1	nt	0%	21%
O=C(Nc1ccc(F)cc1)c1ccccc1Oc1ccc(C(F)(F)F)cc1[N+](=O)[O-]	7%	-26%	?
COc1ccc(S(=O)(=O)n2nc(OCc3cccs3)cc2N)cc1	6%	9%	-18%
CC(=O)N1CCc2c(sc3c2c(=O)n(CCc2ccccc2)c(=O)n3CC(=O)Nc2ccc(C)c(F)c2)C1	2%	nt	-11%
COc1ccc(CO/N=C/c2c(C)[nH]c(=O)[nH]c2=O)cc1	8%	2%	-12%
COc1ccc(CNC(=O)CSc2nnc(C(F)(F)F)n2C)cc1	-10%	-2%	0%
CN1CCCN(C(=O)c2ccccc2Cl)CC1	2%	-1%	3%
Cc1cc(OCCN2CCC(Cc3ccccc3)CC2)ccc1[N+](=O)[O-]	8%	-14%	1%
CC(C)NC(=O)CCNS(=O)(=O)c1ccc(Br)cc1	0%	-2%	24%
CCOc1ccc(-n2c(COc3ccccc3)nnc2SCC(N)=O)cc1	4%	8%	-16%
CCOc1ccccc1C(C(=O)NCCOC)N(CCOC)C(=O)Cn1nnc2ccccc21 (stereo not drawn)	1%	3%	8%
COc1cc(C(=O)CCN2CCC(c3ccccc3)C2)cc(OC)c1OC (stereo not drawn)	7%	5%	-5%
O=S(=O)(Nc1ccc(-c2cn3c(n2)SCC3)cc1)c1ccccc1F	9%	-19%	-21%
